miR-122 sensor = miR-122 inhibition in Huh7 cells. 340,000 compounds, 0.3% hits. AID 602342. Huh7 miR-122 Renilla luciferase sensor, 48 h; neutral wells = 0, positive control = 100. activation (reporter increase), % at 12.5 µM;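 active = mean replicate activation score at least 90 and every replicate individually at or above 90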;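 note: higher luciferase means less miR-122 activity so hits act as miR-122 inhibitors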
ERAP1 inh = blocks human ERAP1 aminopeptidase activity. AID 652197. 340,000 compounds, 0.15% hits. Q9NZ08. inhibition, % at 10.7 µM. recombinant ERAP1, Leu-AMC fluorescence, 60 min;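 active = mean replicate inhibition of at least 30%, or all replicates individually reaching that 30% level; inactive = mean below 30% and not every replicate reaching it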;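 note: 0% = neutral control wells and 100% = L-leucinethiol positive control wells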
Cneo AK release = Cryptococcus neoformans lysis via adenylate kinase release | C. neoformans lysis, adenylate kinase release luminescence, 4 h; normalised: neutral wells 0, clomiphene wells 100 | lysis activity, % at 15 µM | 360,000 compounds, 0.2% hits;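 active = mean lysis activity across replicates of at least 80%, whatever share of replicates individually reach that level; inactive = mean lysis activity below 80%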
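Material: C. neoformans cells; Schedule: 4 h static compound exposure, 37 °C, read 1 h post-reagent; Measured by: adenylate kinase release luminescence; Read-out: signal increase indicating cell lysis; Controls: Clomiphene as positive lysis control.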
PglD DTNB = inhibitors of Campylobacter jejuni PglD acetyltransferase; purified PglD enzyme, DTNB colorimetric CoA detection; inhibition, % at 12.5 µM; 360,000 compounds, 0.098% hits; in the data active = inhibition above about 16%, passing the limit was not always enough; note: strong numbers were not always called active
RAD54 branch = blocks human RAD54 Holliday junction branch migration. Q92698. FAM/BHQ fluorescence. inhibition, % at 10.4 µM. 360,000 compounds, 0.14% hits;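 active = mean normalized replicate activity at least 40 and at least half of replicates scoring 40 or more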;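 note: 0% = median of neutral control wells and 100% = median of positive control wells; inhibitors cause a drop in the FAM fluorescence signal; in these data hits start at about 50%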
RAD52 anneal inh = blocks human RAD52 DNA annealing; 360,000 compounds, 0.46% hits; recombinant RAD52 DNA annealing, FRET fluorescence; inhibition, % at 18.7 µM;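 active = every replicate showing at least 50% inhibition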
Target sequence (P43351 whole entry, looked up): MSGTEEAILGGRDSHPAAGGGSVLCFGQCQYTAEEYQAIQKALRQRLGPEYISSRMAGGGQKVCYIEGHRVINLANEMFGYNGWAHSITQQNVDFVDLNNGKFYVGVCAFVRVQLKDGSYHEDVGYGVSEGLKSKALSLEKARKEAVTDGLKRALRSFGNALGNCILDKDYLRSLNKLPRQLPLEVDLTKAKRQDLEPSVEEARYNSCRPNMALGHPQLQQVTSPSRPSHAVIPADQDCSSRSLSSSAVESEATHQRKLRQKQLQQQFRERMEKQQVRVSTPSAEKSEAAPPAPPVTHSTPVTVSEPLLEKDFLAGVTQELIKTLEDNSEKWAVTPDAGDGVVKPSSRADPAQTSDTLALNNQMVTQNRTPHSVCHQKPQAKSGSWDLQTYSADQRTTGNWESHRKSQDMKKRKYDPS
PGC1a acetyl inh = PGC1a acetylation modulation, inhibitor mode. U2OS PGC1a acetylation, AlphaScreen anti-acetyl-lysine; with virally co-expressed GCN5 acetyltransferase. inhibition, % at 15.6 µM. 350,000 compounds, 0.17% hits. AID 651687;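 active = every replicate shows inhibition of at least 40%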;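 note: 0% = neutral control wells and 100% = positive control wells; some results beyond the cut were filed as inactive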
E-selectin induc = induces E-selectin expression in human endothelial cells; P16581; HUVEC E-selectin immunofluorescence imaging; normalized: neutral wells 0, TNF-alpha wells 100; activation, % at 7.58 µM; 260,000 compounds, 0.37% hits; AID 686992;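 active = mean E-selectin-positive cell signal at least 10% of the positive control, reached in at least 60% of replicates, without over 20% cell loss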;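 note: in these data hits start at about 27%; measured in HUVEC primary endothelial cells; signal is the percent of cells scored E-selectin positive by PE staining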
Target sequence (P16581 whole entry, looked up): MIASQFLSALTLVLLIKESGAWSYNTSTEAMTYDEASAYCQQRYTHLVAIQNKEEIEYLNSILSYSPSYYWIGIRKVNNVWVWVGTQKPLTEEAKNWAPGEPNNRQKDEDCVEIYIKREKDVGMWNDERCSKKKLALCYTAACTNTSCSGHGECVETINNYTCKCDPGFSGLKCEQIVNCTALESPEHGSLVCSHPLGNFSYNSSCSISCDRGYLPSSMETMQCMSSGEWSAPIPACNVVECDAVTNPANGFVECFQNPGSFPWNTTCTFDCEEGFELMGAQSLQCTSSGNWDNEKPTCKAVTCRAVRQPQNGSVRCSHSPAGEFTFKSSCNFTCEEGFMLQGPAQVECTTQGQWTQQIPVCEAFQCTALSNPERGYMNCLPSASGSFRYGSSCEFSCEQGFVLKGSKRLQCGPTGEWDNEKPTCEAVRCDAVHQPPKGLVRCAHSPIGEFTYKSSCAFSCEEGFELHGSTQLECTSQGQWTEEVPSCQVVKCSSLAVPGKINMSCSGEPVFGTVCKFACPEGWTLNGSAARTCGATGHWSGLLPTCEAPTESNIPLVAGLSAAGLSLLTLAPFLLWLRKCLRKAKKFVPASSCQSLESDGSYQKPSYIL
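material = human umbilical vein endothelial cells (HUVEC), E-selectin induction | quantity = 3,000 cells/well | medium = EGM-2 growth medium on 0.1% gelatin-coated wells | technique = immunofluorescence imaging | read-out basis = % PE-positive cells | control set = TNF-alpha positive control, DMSO neutral control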
The depositor's hits bear a star; / = not tested or not shown; [ ] = remark or other dose.

SMILES	miR-122 sensor	ERAP1 inh	Cneo AK release	PglD DTNB	RAD54 branch	RAD52 anneal inh	PGC1a acetyl inh	E-selectin induc
O=C(Cc1cccs1)Nc1nnc(SCC(=O)NC2CCCCC2)s1	-1	/	-3	3	-4	/	-10	/
Cc1ccc(C(=O)Nc2ccc(N3CCN(C)CC3)cc2)c(Cl)c1	/	-1	-19	0	0	3	/	-0.1
COc1ccccc1N1CCN(c2cc(C)nc3nc(C)nn23)CC1	-4	-2	-5	1	8	0	-1	0.0
Cc1cc(C)nc(NC(=O)c2ccc(Cl)cc2Cl)n1	-2	-2	3	1	-8	-17	5	/
COc1cccc(NC(=O)C2CCCN2C(=O)Nc2cccc(F)c2)c1 (stereo not given)	-6	/	-1	-12	3	/	-6	/
CC(=O)c1ccc(OC2(C)CCN(Cc3ccc4c(c3)OCCO4)C2)cc1 (stereo not given)	1	-1	2	4	-2	-28	-10	0.0
O=C(Nc1nc(-c2ccncc2)cs1)C1COc2ccccc2O1 (stereo not given)	-5	-5	3	-1	-3	-7	7	0.5
O=C(COC(=O)c1cc[n+]([O-])cc1)Nc1ccc2c(c1)OCCO2	-2	/	-5	18	-5	/	9	/
COc1ccc(OCc2nc(-c3ccc(F)c(F)c3)cs2)cc1	/	/	0	-2	-1	-16	-5	0.0
COc1ccc(C(=O)/C=C/c2ccc3c(c2)OCCO3)cc1	36	-1	-1	-4	5	-10	-8	-0.6
COc1ccc(-c2csc(N(CCCN(C)C)C(=O)c3ccccc3F)n2)cc1	-1	4	-1	-1	13	12	12	0.0
CC(=O)c1cccc(CN2CCC(C(=O)Nc3ccc(Oc4cccnc4)cc3)CC2)c1	-5	2	2	-5	1	-28	/	/
Cc1ccc(C(=O)Nc2cccnc2)cc1C	-1	-11	0	3	6	-14	-8	-0.2
CCC1NC(=O)c2cc3ccccc3cc2-n2c1nc1cc(F)ccc1c2=O (stereo not given)	2	2	1	3	9	-18	/	-0.4
Oc1ccc(O)c(C=NNC(=S)NC2CC3CC2C2C=CCC32)c1 (stereo not given)	5	-2	-5	-2	-2	-20	-6	0.6
O=C(c1ccccc1)N1N=C(c2ccco2)CC1c1cccs1 (stereo not given)	8	2	/	/	/	-33	2	/
Cc1c(NC(=O)c2nn3c(c2Br)NC(c2ccccc2)CC3C(F)(F)F)c(=O)n(-c2ccccc2)n1C (stereo not given)	-2	/	-1	-1	6	/	4	/
COc1ccc(CN(C)C[C@@H]2Oc3ccc(NC(=O)Nc4ccccc4)cc3CC(=O)N([C@@H](C)CO)C[C@H]2C)cc1	-5[16.7 µM]	-3	0	-8	9	-7	-11	-0.2
Cc1ccc(CNC(=O)c2cc(Cl)cc(Cl)c2)n1C	1	-2	1	-8	7	-29	-5	/
O=C(CN1C(=O)CCOc2ccccc21)Nc1cccc(S(=O)(=O)N2CCOCC2)c1	/	-2	4	3	4	-23	/	4.4
C[C@@H]1CCCCO[C@H](CN(C)Cc2ccccc2)[C@H](C)CN([C@@H](C)CO)C(=O)c2cc(NC(=O)Nc3ccc(F)cc3)ccc2O1	3[16.7 µM]	0	2	-1	5	53*	-3	0.1
COc1ccc(S(=O)(=O)Nc2ccc(Cc3ccncc3)cc2)cc1OC	27	-3	-4	0	-3	-9	/	/
CN1C(c2ccc(F)cc2)=CS/C1=C(\C#N)c1nnc2n1-c1ccccc1SC2	0	6	0	4	-2	12	/	/
O=C(C[C@H]1C[C@H]2c3cc(NC(=O)c4cccnc4)ccc3O[C@H]2[C@@H](CO)O1)NCCN1CCCCC1	1[16.7 µM]	1	-3	4	-5	18	-10	-0.1
CN(CCOc1ccc(Br)cc1)CC(=O)Nc1cccc(S(=O)(=O)NC2=NCCC2)c1	14	-5	/	/	/	-5	/	2.6
CCC1(c2ccccc2)NC(=O)N(CC(=O)N(C)CC(=O)Nc2cccc(F)c2)C1=O (stereo not given)	/	10	2	4	10	-11	5	0.0
COc1ccc(S(=O)(=O)N(C)C[C@H]2OCCCC[C@@H](C)Oc3ccc(NS(C)(=O)=O)cc3C(=O)N([C@H](C)CO)C[C@@H]2C)cc1	-7[16.7 µM]	2	1	-2	2	7	0	0.2
CCOC(=O)C1(CC2CCCCO2)CCN(S(=O)(=O)c2ccc(C)s2)CC1 (stereo not given)	/	-1	/	/	/	-11	2	1.0
CCCC(=O)N1CCCC(c2nc(-c3cccs3)no2)C1 (stereo not given)	-2	/	0	-5	-5	/	42	/
O=C(C[C@H]1C[C@@H]2c3cc(NC(=O)Nc4ccccc4)ccc3O[C@@H]2[C@@H](CO)O1)NCc1cccnc1	5[16.7 µM]	/	2	7	3	/	0	0.4
C[C@H](CO)N1C[C@H](C)[C@@H](CN(C)S(=O)(=O)c2cccs2)Oc2c(NC(=O)Nc3ccc(F)cc3)cccc2C1=O	3[16.7 µM]	-3	-4	0	4	-5	9	-0.1
CCOc1ccc(N2C(=O)CC(N3CCN(C(=O)CN4CCCC4)CC3)C2=O)cc1 (stereo not given)	-1	0	7	-4	2	4	/	/
C=C1CCN(C(C(=O)OC)C(C)C)S(=O)(=O)c2ccc(F)cc21 (stereo not given)	0	-3	0	3	-5	-2	/	-0.6
COc1ccc(N2CCN(C(=O)CSc3nnc4c(C)cc5cc(C)ccc5n34)CC2)cc1	-2	/	13	-1	3	/	-1	/
COC(=O)c1ccc(NC(=O)c2ccccc2SC)cc1	-3	/	2	-2	-4	/	3	/
COc1ccccc1C(=O)NNC(=O)C(=O)Nc1ccc(C)cc1	2	2	0	1	8	14	1	/
CCCCn1c(N)c(N(CC)C(=O)CSCc2ccc(C)cc2)c(=O)[nH]c1=O	/	2	-1	3	-9	-2	/	1.2
Cc1c(-c2ccc(Cl)cc2)[n+](=O)c2c(n1[O-])CCCC2	/	7	-2	9	-1	-7	-15	-0.1
COc1ccc2[nH]c(C(=O)N/N=C/c3ccccc3OC)cc2c1	8	1	0	6	1	-7	3	0.2
CC(C)C(=O)N[C@@H]1c2ccccc2CC[C@H]1OCc1ccccc1	/	-5	4	-2	-19	2	/	0.2
CCn1cc(C(=O)NCCCN2CCCC(C)C2)c(=O)c2cc(S(=O)(=O)N3CCc4ccccc4C3)ccc21 (stereo not given)	-9	-1	3	0	-20	3	-1	/
Cc1ccc(S(=O)(=O)N(C)[C@H]2C[C@H]3c4[nH]c5ccccc5c4CCN3C[C@H]2[C@H](C)O)cc1	-1	11	0	2	6	-37	-6	0.1
COc1ccc(C(=O)COC(=O)c2sc(C)nc2C)cc1OC	0	2	1	6	-4	-17	2	-1.0
CCn1c(CC(=O)Nc2ccc(C)cc2)nnc1SCC(=O)Nc1nc(C)cs1	-7	/	-1	0	0	/	/	/
CCOC(=O)CN(c1ccccn1)S(=O)(=O)c1ccccc1	3	/	1	-1	-21	/	-5	/
C[C@@H]1CN([C@@H](C)CO)C(=O)c2cc(NS(=O)(=O)c3ccc(F)cc3)ccc2O[C@H]1CN(C)C(=O)Nc1ccccc1	16[16.7 µM]	-3	-1	-1	-1	-12	5	-0.1
Cc1c(Nc2cc(=O)oc3ccccc23)c(=O)n(-c2ccccc2)n1C	-6	/	-15	-5	-10	/	15	/
C=CCn1c(SC(C)C(=O)Nc2ccc(Cl)cn2)nnc1C1CC1 (stereo not given)	-4	0	-1	0	-1	6	/	0.0
O=c1[nH]c(SCc2nc3ccccc3n2Cc2ccccc2)nc2ccccc12	37	/	1	0	8	/	7	/
CN(CCC#N)C(=O)c1cc2c(s1)-c1ccccc1SC2	0	4	-1	-3	-10	-10	-7	0.1

(further entries)
SMILES	miR-122 sensor	ERAP1 inh	Cneo AK release	PglD DTNB	RAD54 branch	RAD52 anneal inh	PGC1a acetyl inh	E-selectin induc
C[C@H](CO)N1C[C@H](C)[C@@H](CN(C)Cc2ccc(-c3ccccc3)cc2)Oc2c(NS(C)(=O)=O)cccc2C1=O	-4[16.7 µM]	2	-1	7	-2	6	6	/
CCOC(=O)c1cnc2nc(C)nn2c1N	-6	-7	2	-7	-14	-6	-4	-0.1
Cc1c(Br)c([N+](=O)[O-])nn1CC(=O)Nc1cccc2nonc12	-1	1	0	-3	1	-5	2	-2.9
C[C@H]1CCCCO[C@@H](CN(C)C(=O)Nc2ccc(C(F)(F)F)cc2)[C@@H](C)CN([C@@H](C)CO)C(=O)c2cc(NS(C)(=O)=O)ccc2O1	74[16.7 µM]	0	2	-1	6	9	7	0.3
CNC[C@@H]1OCCCC[C@@H](C)Oc2ccc(NS(=O)(=O)c3ccc(C)cc3)cc2C(=O)N([C@H](C)CO)C[C@@H]1C	-4[16.7 µM]	-4	-1	-3	2	12	-74	0.0
CC(C)NC(=O)N(C)C[C@@H]1Oc2c(NC(=O)C3CCCCC3)cccc2C(=O)N([C@@H](C)CO)C[C@H]1C	-5[16.7 µM]	/	1	0	2	6	/	0.8
CCN(CC)S(=O)(=O)c1cc(NC(=O)Cn2cnc3ccccc3c2=O)ccc1C	-9	/	7	3	-5	/	/	/
C[C@@H]1CCCCO[C@H](CN(C)C(=O)c2ccccc2)[C@@H](C)CN([C@@H](C)CO)C(=O)c2cc(NS(=O)(=O)c3ccccc3)ccc2O1	-8[16.7 µM]	0	0	-3	-6	5	9	/
C#CCOCCOCCOCCNc1nc(N2CCN(C(=O)CCCCCCCCCCNC(=O)[C@@H]([C@H](C)O)n3cc(C)nn3)CC2)nc(N2CCN(C(=O)CCCCCCCCCCNC(=O)[C@@H]([C@H](C)O)n3cc(C)nn3)CC2)n1	-3	-7	1	1	-5	-7	-5	0.6
Cc1ccc(OCC(=O)NCCS(=O)(=O)N2CCN(c3ccccc3)CC2)cc1	-4	-2	/	1	-1	-13	-3	2.1
Cc1nn(C)cc1/C=N\NC(=O)c1csc2c1CCCC2	-1	3	2	1	-3	-2	9	-0.1
CCN(CC)CCOC(=O)C1c2ccccc2Oc2ccccc21	0	/	-1	4	-3	/	-22	/
C[C@H]1CN([C@@H](C)CO)S(=O)(=O)c2ccc(C#CCC3CCCC3)cc2O[C@H]1CN(C)C(=O)c1ccccn1	-11[16.7 µM]	0	-4	5	-5	-10	16	1.8
CC(C)[C@H](CO)NC(=O)[C@H]1O[C@@H](n2ccc(=O)[nH]c2=O)[C@H](O)[C@@H]1O	-2	/	1	-7	-1	-11	2	3.8
CCC(=O)Nc1ccc2c(c1)C(=O)N(C)C[C@@H](OC)[C@H](C)CN(C(=O)c1ccccn1)[C@H](C)CO2	/	2	-1	-2	4	-15	5	0.1
CCc1csc(N2[C@H](C#N)[C@H](c3ccccc3C3=CCCC3)[C@H]2CO)n1	/	0	/	/	/	-7	-17	-0.1
CCN(CC)c1ccc(C(=O)OCC(=O)Nc2cccc(S(=O)(=O)NC3=NCCCCC3)c2)cc1	1	/	1	3	-2	/	/	-0.5
COc1ccc(CC(=O)Nc2ccc(OC)c(NC(=O)c3ccco3)c2)cc1	-9	/	1	2	-3	/	-4	/
CC1CC(=Cc2ccc([N+](=O)[O-])cc2)C(=O)O1 (stereo not given)	1	-2	/	/	/	3	11	/
C[C@H]1CCCCO[C@H](CN(C)C(=O)Nc2ccc(F)cc2)[C@@H](C)CN([C@@H](C)CO)C(=O)c2cc(NS(=O)(=O)c3cn(C)cn3)ccc2O1	3[16.7 µM]	-2	0	-3	4	-6	1	-0.1

Source: PubChem
